Screening data as filed in PubChem.
CDK5 p35 inh: inhibitors of human CDK5/p35 kinase, primary screen, biochemical, single concentration. AID 488839, 2010. actives 0.01% (n = 330,000). Cyclin-dependent kinase 5 (Homo sapiens) + Cyclin-dependent kinase 5 activator 1 (Homo …. inhibition, % at 10 µM. Recombinant CDK5/p35, ADP-Glo luminescence, 60 min;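 active = highest replicate inhibition of at least 50% and at least 75% of replicates reaching 50%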;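 also: plate controls were DMSO neutral control for no effect and GW8510 at 10 µM for full effect; many of its hits are not listed in these tables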
DAGLB inhibitor: DAGLB lipase inhibitors, primary screen, biochemical, fluorescence, HTS; Diacylglycerol lipase-beta (Homo sapiens), Q8NCG7; HEK293T DAGLB membrane lysate, EnzChek fluorogenic substrate; inhibition, % at 5.17 µM; actives 0.059% (n = 340,000); AID 504411, 2011; in the data active = inhibition above about 34%;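 also: 0% = enzyme with vehicle and 100% = wells lacking enzyme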
Target sequence (Q8NCG7 whole entry, looked up): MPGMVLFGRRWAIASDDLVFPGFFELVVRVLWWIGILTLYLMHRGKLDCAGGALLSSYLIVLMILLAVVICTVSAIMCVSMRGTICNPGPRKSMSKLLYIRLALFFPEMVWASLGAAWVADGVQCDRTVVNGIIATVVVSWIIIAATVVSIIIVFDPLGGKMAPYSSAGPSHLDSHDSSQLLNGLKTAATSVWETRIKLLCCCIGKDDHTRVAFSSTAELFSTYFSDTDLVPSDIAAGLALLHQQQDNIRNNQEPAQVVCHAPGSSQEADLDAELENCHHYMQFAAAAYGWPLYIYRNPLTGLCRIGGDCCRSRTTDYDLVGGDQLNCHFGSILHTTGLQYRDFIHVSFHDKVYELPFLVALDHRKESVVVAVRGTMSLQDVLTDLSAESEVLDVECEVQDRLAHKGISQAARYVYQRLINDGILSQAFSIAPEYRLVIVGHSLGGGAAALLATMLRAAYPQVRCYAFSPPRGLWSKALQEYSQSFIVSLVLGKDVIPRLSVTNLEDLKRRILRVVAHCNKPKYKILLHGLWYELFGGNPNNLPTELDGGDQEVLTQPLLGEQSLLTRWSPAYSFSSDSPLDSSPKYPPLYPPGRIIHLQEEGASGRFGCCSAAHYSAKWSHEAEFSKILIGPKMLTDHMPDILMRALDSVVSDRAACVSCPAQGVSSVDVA
phage Ecoli inh: growth loss of phage-infected E. coli, primary screen, RecBCD inhibitor project, absorbance, with phage, HTS. inhibition, % at 11.9 µM. actives 0.26% (n = 360,000). AID 651602, 2012; in the data active = inhibition above about 11%
Tat transport: E. coli Tat export inhibitors, primary screen, MC4100, TorA-mCherry reporter, fluorescence, single point. inhibition, % at 10 µM. actives 0.036% (n = 340,000). AID 488895, 2010;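 active = mean replicate inhibition at least 50% and at least half of replicates individually reaching 50%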;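 also: exported cargo escapes ClpAP degradation while cytoplasmic cargo is degraded and loses fluorescence; 0% = median of neutral control wells and 100% = median of NaSCN control wells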
AddAB inh: growth inhibition of E. coli expressing H. pylori AddAB, primary screen, AddAB inhibitor project, absorbance | inhibition, % at 11.9 µM | actives 0.29% (n = 330,000); in the data active = inhibition above about 12%;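 also: 0% = vehicle wells of infected cells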
PKA-R2B activ: activators of PKA-R2B holoenzyme, primary screen, biochemical, fluorescence polarization, Cy5-IP20, human; actives 0.079% (n = 340,000); activation, % at 11.4 µM; AID 504700, 2011; PKA-R2B holoenzyme dissociation; R2B truncated from residue 108, S112A mutant; 0% DMSO only, 100% 113 µM cGMP;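 active = activation above a cutoff set at the mean over all compounds plus 3 SD, cut at about 18% in these data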;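 also: higher means more holoenzyme dissociation and a rise in polarization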
Target sequence (P31323 whole entry, looked up, other chains not shown, the tested form may be a part): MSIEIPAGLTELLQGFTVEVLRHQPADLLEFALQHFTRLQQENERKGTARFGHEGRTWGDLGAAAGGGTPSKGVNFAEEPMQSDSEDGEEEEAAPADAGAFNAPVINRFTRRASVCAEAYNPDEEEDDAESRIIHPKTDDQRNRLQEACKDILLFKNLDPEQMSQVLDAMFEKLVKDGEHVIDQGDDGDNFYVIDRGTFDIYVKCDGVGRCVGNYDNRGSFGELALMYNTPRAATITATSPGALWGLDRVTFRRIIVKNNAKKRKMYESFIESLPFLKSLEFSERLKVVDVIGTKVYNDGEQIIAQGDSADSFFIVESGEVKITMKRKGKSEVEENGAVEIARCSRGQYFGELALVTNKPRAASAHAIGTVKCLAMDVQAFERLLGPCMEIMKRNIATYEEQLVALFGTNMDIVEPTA
HTR5A inv ag: HTR5A inverse agonists in luminescence cell assay, primary screen, counter-screen for OPRM1-OPRD1 heterodimer inverse agonist project, full-deck HTS; 5-hydroxytryptamine receptor 5A (Homo sapiens), P47898; HTR5A cell line, inverse agonism; inhibition, % at 9.3 µM; actives 0.083% (n = 340,000); in the data active = inhibition mostly above about 23%, no sharp cut-off; inactive = mostly below about 18%;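 also: 0% = cells with DMSO and 100% = no-cell wells with DMSO; some compounds called inactive have numbers as strong as hits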
SUMO Mot1 rescue: yeast Mot1-301 growth rescue at high temperature, primary screen, SUMOylation pathway inhibitor project, S. cerevisiae, ATP luminescence, 38.5C | S. cerevisiae Mot1-301 growth rescue; percent above DMSO median, 100 means doubled | growth rescue, % at 18.8 µM | actives 1% (n = 320,000) | AID 2716, 2010;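 active = every valid replicate shows activation above 250% relative to neutral control wells; inactive = the rest, any valid replicate at or below 250%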;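 also: OY570 slx delta 5 strain wells were the positive control but not used for scaling; some compounds called inactive have numbers as strong as hits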
Ecoli viability: E. coli V3065 growth inhibition, primary screen, counter-screen for AddAB inhibitor project, absorbance, OD600. 18 h. inhibition, % at 11.9 µM. actives 0.27% (n = 330,000);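 active = inhibition above the campaign's mean inhibition across all tested compounds plus 3 SD, cut at about 9.9% in these data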;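 also: uninfected addAB+ strain grown without phage in ampicillin broth; 0% = DMSO wells and 100% = ciprofloxacin 0.95 µg/ml wells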
HTR5A ag: HTR5A agonists in luminescence cell assay, primary screen, counter-screen for OPRM1-OPRD1 heterodimer agonist project, full-deck HTS | 5-hydroxytryptamine receptor 5A (Homo sapiens), P47898 | cell-based | activation, % at 9.3 µM | actives 0.61% (n = 340,000) | AID 504692, 2011; in the data active = activation mostly above about 9.5%, no sharp cut-off; inactive = mostly below about 7.6%;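 also: 0% = cells with vehicle only and 100% = reference agonist; strong numbers were not always called active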
PKA-R1A act: activators of PKA-R1A holoenzyme, primary screen, biochemical, fluorescence polarization, Cy5-IP20, bovine R1A, mouse PKAc. actives 0.083% (n = 340,000). cAMP-dependent protein kinase type I-alpha regulatory subunit (Bos taurus) + …. AID 504707, 2011. activation, % at 11.4 µM. PKA-R1A dissociation; scaled: DMSO 0%, 113 µM cGMP 100%;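 active = percent activation above the mean of all tested compounds plus 3 SD, cut at about 19% in these data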;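 also: higher means more PKAc released from R1A so a rise in polarization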
* marks the source's active call; other numbers are inactive results; i = inactive; / = not tested or not shown. Outcome played no part in choosing rows, and some 2.3% of all compounds hit somewhere here.

item	structure	CDK5 p35 inh	DAGLB inhibitor	phage Ecoli inh	Tat transport	AddAB inh	PKA-R2B activ
1	CC1(C(=O)O)CC(C)(C(=O)O)CC(C)(C(=O)O)C1 (stereo unspecified)	-0.2	1.9	0.9	8.2	-0.6	-0.5
2	Cc1nnc(NC(=O)CN2CC(C)OC(C)C2)s1 (stereo unspecified)	-0.7	-0.2	1.3	11.4	1.3	-18.5
3	Cc1cc(S(=O)(=O)c2ccc([N+](=O)[O-])cn2)ccc1Br	-0.7	-3.5	0.8	-6.6	1.3	3.3
4	COc1ccc(OC)c(NC(=O)CSC2=NCCS2)c1	0.3	-2.8	1.4	-5.9	0.6	0.0
5	CCCCOc1cccc(C2C(C(=O)c3cccs3)=C(O)C(=O)N2Cc2cccnc2)c1 (stereo unspecified)	-4.0	2.7	4.2	0.0	0.5	-2.1
6	O=c1c2ccccc2ncn1/N=C/c1ccccc1	5.3	0.4	0.5	1.3	1.9	-1.1
7	COc1ccc(-c2cc3ccccc3oc2=O)cc1NC(=S)NC(=O)c1ccc2c(c1)OCCO2	-0.4	-0.4	1.7	-2.6	0.4	-11.9
8	O=C(NNC1=NCCC1)c1cccc(S(=O)(=O)N2CCOCC2)c1	0.3	0.1	3.4	-6.7	1.3	-5.1
9	COC(=O)c1cccc(NC(=O)c2nn(C(C)C)c(=O)c3ccccc23)c1	-0.7	-1.1	3.7	0.7	0.2	5.1
10	Cc1nn(Cc2ccccc2)c(C)c1NC(=O)CSc1nc(C2CC2)nc2c1cnn2-c1ccccc1	0.5	-3.0	0.9	-4.4	2.7	-2.1

item	HTR5A inv ag	SUMO Mot1 rescue	Ecoli viability	HTR5A ag	PKA-R1A act
1	-29.8	7.7	0.2	10.8	-6.8
2	-23.1	-14.1	-0.5	2.8	-9.8
3	17.1	379.2*	-1.9	-2.3	3.8
4	0.7	112.7	0.0	-0.3	-11.1
5	-13.9	3.4	0.3	6.9	-10.1
6	-10.4	-2.8	3.1	2.6	-7.8
7	-28.4	-5.2	-0.6	1.5	-5.4
8	2.3	166.3	-2.8	-0.9	-13.1
9	6.8	1.4	1.2	-0.2	-4.7
10	12.7	/	0.8	1.9	4.1

(list continues)
item	structure	CDK5 p35 inh	DAGLB inhibitor	phage Ecoli inh	Tat transport	AddAB inh	PKA-R2B activ
11	CCOC(=O)N(Cc1ccccc1)C(C(=O)O)C(C(=O)O)N(Cc1ccccc1)C(=O)OCC (stereo unspecified)	-1.0	1.1	2.1	0.5	2.8	-5.0
12	FC(F)(F)c1cnc(Sc2ncn[nH]2)c(Cl)c1	-0.2	0.2	1.4	3.2	0.3	7.9
13	CC12CCC(C(=O)NCc3cccnc3)(OC1=O)C2(C)C (stereo unspecified)	2.1	1.0	2.8	-11.8	-2.1	3.0
14	COc1ccccc1NS(=O)(=O)c1cccc2cccnc12	-0.4	-2.8	5.4	-3.1	2.6	-5.2
15	CC(NCC(=O)Nc1ccccc1C(=O)NC1CC1)c1ccc(S(N)(=O)=O)cc1 (stereo unspecified)	-2.1	-5.0	-2.9	-12.2	-1.0	-4.7
16	COc1nc(-c2ccccc2)c2cc(Br)ccc2n1	0.5	-6.6	1.4	0.6	0.6	3.4
17	CCc1ccc(-n2c(CSc3nnnn3-c3ccccc3)nc3ccccc3c2=O)cc1	-0.6	-2.0	4.5	-6.0	1.1	0.9
18	Cc1ccc(C(=O)Nc2ccccc2N2CCCCC2)o1	1.9	-5.4	2.9	3.3	0.3	-14.7
19	CC(=O)Nc1ccc(NC(=O)C(C)OC(=O)CCc2nc3ccccc3s2)cc1 (stereo unspecified)	-0.9	-1.1	-1.3	-6.4	-1.5	-8.2
20	C=CCSc1nc(N)c(C(=O)Nc2ccccc2C)cc1C(N)=O	-0.7	0.5	1.7	4.3	0.6	-10.9

item	HTR5A inv ag	SUMO Mot1 rescue	Ecoli viability	HTR5A ag	PKA-R1A act
11	6.2	-3.4	-0.9	-2.5	-6.6
12	-3.9	11.9	-1.3	1.5	-2.3
13	15.3	-11.9	2.7	-5.5	-8.9
14	-0.6	-1.7	-1.8	0.2	3.5
15	-27.3	46.2	-0.3	11.1	-4.5
16	-0.3	14.8	-4.3	6.6	-1.3
17	-13.4	3.6	-1.8	5.6	-9.3
18	9.9	-13.1	0.1	2.4	5.1
19	-9.8	-8.3	-0.3	3.8	7.3
20	2.1	3.4	-1.3	-0.9	-7.9

(listing goes on)
item	structure	CDK5 p35 inh	DAGLB inhibitor	phage Ecoli inh	Tat transport	AddAB inh	PKA-R2B activ
21	Cc1ccc(CNC(=O)Nc2ccccc2)n1C	-1.0	0.7	-0.2	-1.0	3.5	-5.3
22	CSc1ccc(CN(C)C(C)C(=O)NCC2CCCCC2)cc1 (stereo unspecified)	-0.6	-7.9	2.5	-14.3	1.7	-0.3
23	CCOC(=O)c1cc(Sc2ccccc2N)cc(C(=O)OCC)n1	0.9	-0.5	3.2	7.0	1.1	1.2
24	O=C(c1coc(=O)c(Br)c1)N1CCOCC1	0.7	-0.1	0.0	-5.1	/	1.8
25	COCCn1c(SCC(=O)N2CCOCC2)nnc1-c1ccco1	-2.1	1.6	-0.1	12.8	1.5	-4.0
26	COc1ccc(OC)c(-c2csc(NC(=O)Cn3[nH]c(=O)c4ccccc4c3=O)n2)c1	-6.0	-1.3	2.0	-12.1	0.3	5.0
27	COCCCN(CC(=O)NCc1ccccc1)S(=O)(=O)c1ccc(C)cc1	-1.0	-2.9	-0.9	-5.4	-1.6	1.5
28	COc1ccc(NC(=O)c2cc(C(C)C)on2)cc1OC	0.9	1.9	3.1	-4.2	1.6	3.2
29	CC(C)COC(=O)NCCCOC(=O)Nc1ccccc1	-1.0	-0.5	4.0	-0.7	-0.3	1.1
30	O=C(COC(=O)C1CC2C=CC1C2)NCc1ccccc1Cl (stereo unspecified)	-1.9	-1.4	2.2	-3.9	3.9	-5.0

item	HTR5A inv ag	SUMO Mot1 rescue	Ecoli viability	HTR5A ag	PKA-R1A act
21	6.9	18.2	1.6	-1.9	9.9
22	1.1	16.2	1.9	-3.1	-1.9
23	-33.7	0.9	-1.8	0.4	4.1
24	13.5	/	/	1.8	9.6
25	-4.8	-8.7	1.1	1.7	0.8
26	-80.0	-11.4	-1.8	31.1*	1.6
27	1.5	26.7	-1.3	-0.4	3.3
28	-3.8	-1.9	2.9	0.9	-3.0
29	25.5	-9.5	-0.2	-0.8	-10.6
30	17.4	3.1	2.1	-5.1	-5.0

Laid out differently: entries from further up
Order of results: CDK5 p35 inh	DAGLB inhibitor	phage Ecoli inh	Tat transport	AddAB inh	PKA-R2B activ	HTR5A inv ag	SUMO Mot1 rescue	Ecoli viability	HTR5A ag	PKA-R1A act
10: Cc1nn(Cc2ccccc2)c(C)c1NC(=O)CSc1nc(C2CC2)nc2c1cnn2-c1ccccc1
  0.5	-3.0	0.9	-4.4	2.7	-2.1	12.7	/	0.8	1.9	4.1
11: CCOC(=O)N(Cc1ccccc1)C(C(=O)O)C(C(=O)O)N(Cc1ccccc1)C(=O)OCC (stereo unspecified)
  -1.0	1.1	2.1	0.5	2.8	-5.0	6.2	-3.4	-0.9	-2.5	-6.6
12: FC(F)(F)c1cnc(Sc2ncn[nH]2)c(Cl)c1
  -0.2	0.2	1.4	3.2	0.3	7.9	-3.9	11.9	-1.3	1.5	-2.3

Other records.
item	structure	CDK5 p35 inh	DAGLB inhibitor	phage Ecoli inh	Tat transport	AddAB inh	PKA-R2B activ
31	Brc1ccsc1-c1csc(-c2ccncc2)n1	0.0	-6.5	-0.5	-5.6	-1.1	0.4
32	Cc1ccc(CN(C)C(=O)c2ccccc2Sc2ccccc2C#N)cc1	-1.1	-2.8	1.7	3.6	2.6	-10.5
33	CC1CCN(Cc2nc(-c3ccc(Cl)cc3)no2)CC1	-0.8	-3.1	-1.0	4.2	-0.1	-3.6
34	COc1ccc(S(=O)(=O)n2nc(OC(C)=O)cc2N)cc1	0.1	-0.4	2.5	-10.1	1.1	-3.4
35	CCCCN1C=C(C(=O)OC)C(c2ccccc2C(F)(F)F)C(C(=O)OC)=C1	-0.6	-3.1	-0.8	1.3	0.8	4.2
36	CC(=O)N/C(=C\c1ccccc1)C(=O)OCCCOC(=O)/C(=C/c1ccccc1)NC(C)=O	-0.7	0.2	1.5	-6.8	3.3	-3.6
37	Nc1nc(CN2CCCCCC2)nc(Nc2ccc(F)cc2)n1	-1.4	-2.1	1.3	13.8	-2.1	-16.3
38	COc1ccccc1-c1c(C)nn2c(N3CCN(c4ccccc4OC)CC3)cc(C)nc12	-0.1	-0.4	1.9	1.3	0.5	-10.5
39	Cc1cc(C)n2nc(C(=O)NC(C)(C)C)nc2n1	3.6	0.8	2.7	-9.1	-1.2	-0.3
40	COc1ccc(N2C(=O)c3ccccc3NC2c2ccc(NC(C)=O)cc2)c(OC)c1 (stereo unspecified)	1.5	-1.6	1.6	4.3	4.0	3.6

item	HTR5A inv ag	SUMO Mot1 rescue	Ecoli viability	HTR5A ag	PKA-R1A act
31	-3.0	4.8	0.7	0.8	5.4
32	-12.5	i	1.1	3.6	-12.2
33	-1.0	155.3	-0.2	1.8	-5.4
34	-11.7	1.9	0.0	4.0	2.8
35	28.4	11.7	-1.5	0.7	-5.0
36	7.2	16.5	-0.4	0.1	-6.9
37	-7.1	/	-0.8	4.0	-12.3
38	8.4	-20.7	1.2	-3.3	-2.2
39	27.1	3.5	-0.5	-9.6	2.6
40	10.5	161.6	-0.9	-1.2	-13.4

(list continues)
item	structure	CDK5 p35 inh	DAGLB inhibitor	phage Ecoli inh	Tat transport	AddAB inh	PKA-R2B activ
41	CC(C)S(=O)(=O)c1cnc(-c2cccnc2)nc1N	-3.8	3.1	3.3	-2.8	0.6	-8.4
42	CC1(C)Cc2cccc(OCC(=O)N3CCN(c4cccc(C(F)(F)F)c4)CC3)c2O1	-1.6	-10.1	1.9	12.7	0.8	-5.0
43	COc1ccc(S(=O)(=O)N2CCCCC2)cc1NS(=O)(=O)c1cc(Cl)ccc1Cl	-2.9	3.8	1.5	8.0	0.0	-0.8
44	Cc1onc(-c2ccccc2)c1C(=O)OCC(=O)Nc1ccc(OC(F)(F)F)cc1	-1.3	-4.8	3.7	-2.8	1.3	-0.7

item	HTR5A inv ag	SUMO Mot1 rescue	Ecoli viability	HTR5A ag	PKA-R1A act
41	-3.7	-2.5	-2.0	-2.0	-5.4
42	2.4	-15.9	0.8	-0.8	-10.6
43	16.0	134.6	0.3	7.8	-2.3
44	-5.1	4.6	1.9	2.1	-3.0
